# Screening data from PubChem.
# N370S GC mod: qHTS Assay for Inhibitors and Activators of N370S glucocerebrosidase as a Potential Chaperone Treatment of Gaucher Disease | Lysosomal acid glucosylceramidase (Homo sapiens), P04062 | Potency, µM (top dose mostly 59.4 µM), inactives show top-dose activity change, negative = inhibition, hits mostly inhibitors | 330,000 tested, 0.092% active | N370S GC spleen homogenate, 4MU-glucoside fluorescence;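 further: 0% = full enzyme activity and -100% = no enzyme basal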
# FEN1 inh: qHTS Assay for the Inhibitors of Human Flap endonuclease 1 (FEN1); 390,000 tested, 0.35% active; Recombinant FEN1 flap cleavage, fluorescence, 15 min; Potency, µM (titrated, usually from 114 µM), for the others: at the top dose activity change, negative = inhibition, hits mostly inhibitors; further: nearly all actives have a fitted effect of over 65% in size
# Target sequence (P39748 whole entry, looked up): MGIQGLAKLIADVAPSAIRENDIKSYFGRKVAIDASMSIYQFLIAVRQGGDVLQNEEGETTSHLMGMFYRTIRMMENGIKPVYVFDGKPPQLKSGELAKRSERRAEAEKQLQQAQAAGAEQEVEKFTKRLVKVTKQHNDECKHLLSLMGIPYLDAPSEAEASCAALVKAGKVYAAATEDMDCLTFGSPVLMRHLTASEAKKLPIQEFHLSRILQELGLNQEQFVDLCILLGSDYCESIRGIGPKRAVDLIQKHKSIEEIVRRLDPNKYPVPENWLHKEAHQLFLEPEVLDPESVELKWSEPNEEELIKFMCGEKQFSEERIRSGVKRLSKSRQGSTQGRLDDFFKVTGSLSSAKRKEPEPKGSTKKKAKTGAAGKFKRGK
#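 Steps: FEN1 (10 nM) dispensed; compound added by pin tool; 15 min at room temperature; substrate added to 50 nM final; reads at 0 min and 15 min; data normalized and fitted (four-parameter Hill).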
# DT40 TDP1 CPT: qHTS for Inhibitors of human tyrosyl-DNA phosphodiesterase 1 (TDP1): qHTS in cells in presence of CPT | AID 686979, 2013 | Potency, µM (top dose mostly 46.2 µM), for the others: at the highest dose activity change, negative = growth inhibition, actives largely listed as inhibitors | chicken DT40 Tdp1-/-;hTDP1 cells + 20 nM CPT, ATP luminescence, 48 h | 420,000 tested, 12% active; further: nearly all actives have a fitted effect of over 55% in size
#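 Cell growth measured by CellTiter-Glo luminescence after a minimum 48 h, 37 C compound exposure with 20 nM CPT in Tdp1-knockout DT40 cells stably expressing hTDP1, seeded 400/well; qHTS titration format.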
# An asterisk follows results filed as active; ? = inconclusive; . = not tested or not shown; & = joins results of further samples; [ ] = remark or other dose. The call rests on the fitted dose curve; in most records, active means well fitted curve in the direction sought with a large enough effect; inconclusive means small, poorly fitted or top-dose-only effect, or another doubt; inactive means no such curve, though single readings can be large; an effect the other way counts as inactive or inconclusive. Unless noted, on the % scale 0 is the no-effect control and ±100 the full control effect; potency means the concentration at half of the fitted maximal effect. A portion of the library; the hit share may differ from the screen's.
cpd	compound	N370S GC mod	FEN1 inh	DT40 TDP1 CPT
1	CCOC(=O)c1c(CN2CCCCC2)n(C)c2cc(Br)c(O)cc12	-15%	-14%	2.3µM*
2	COc1ccc(S(=O)(=O)N2CCCCCC2)cc1NC(=O)CCc1cc(OC)c(OC)c(OC)c1	.	-6%	-26%
3	COc1ccc(N2CCN(C(c3ccccc3)c3nnnn3Cc3ccc(F)cc3)CC2)cc1 (stereo not drawn)	2%	0%	?
4	Cc1c(N)cccc1-n1cnnn1	-11%	5%	21%
5	Cc1cccc(CN2CCNC2=O)c1	-9%	2%	-1%
6	COc1ccc(CCNC(=O)CSc2nnc(-c3cccc(C)c3)o2)cc1OC	-27%[2.35 µM]	2%	-24%
7	CCOC(=O)c1c(C)[nH]c(C)c1C(=O)CSc1nc2ccccc2c(=O)n1-c1ccc(F)cc1	?	-13%	?
8	NNC(=O)c1cc2cc3ccccc3nc2s1	-5%	-21%	5.2µM*
9	CCC(C)(C)NC(=O)C(c1ccc(C)cc1)N(CC1CCCO1)C(=O)CNC(=O)c1cccs1 (stereo not drawn)	-4%	-10%	-21%
10	CC(C)[C@@H](C(=O)NC1CCCC1)N1C(=O)N2CCc3c([nH]c4ccccc34)[C@@]2(C)C1=O	-15%	-14%	?
11	S=C(NCc1ccccn1)NN=Cc1ccccn1	.	-6%	0.15µM*
12	O=C(CCS(=O)(=O)Cc1ccccc1F)N1CCc2ccccc2C1	7%	4%	23µM*
13	Cc1noc(C)c1C(=O)N1CCc2ccccc2C1	1%	-3%	-26%
14	Cc1ccc(NC(=O)CNc2cc(S(=O)(=O)N3CCOCC3)ccc2N2CCOCC2)cc1S(=O)(=O)N(C)C	.	6%	-27%
15	Nc1ccc2oc(-c3ccccn3)nc2c1	-15%	5%	?
16	CCCCn1nc(C(=O)OCC(=O)Nc2sccc2C(N)=O)c2ccccc2c1=O	1%	-19%	1%
17	Cc1cc(-n2c(C)cc(C(=O)CSc3nnnn3-c3ccccc3)c2C)no1	-15%	2%	?
18	COc1cc(S(=O)(=O)Nc2ccc(C)cc2)ccc1N=Cc1c(C)c(C#N)c(=O)n(C)c1O	-2%	2%	?
19	COc1ccc(CN(C)C(=O)CCl)cc1	15%	5%	2.3µM*
20	CC(C)COc1ccc(-c2cc(C(=O)NN)[nH]n2)cc1	-21%	-12%	?
21	Cc1oc(-c2ccccc2)nc1Cn1c(=O)cc(-c2ccccc2)c2c(C)nn(C)c21	.	8%	?
22	COCc1nc2cccnc2n1C1CCN(S(=O)(=O)N(C)C)CC1	.	0%	3%
23	CCOC(=O)C1(CCOc2ccccc2)CCN(Cc2cccc3c2OCO3)CC1	-25%	8%	23µM*
24	CCOC(=O)C1CCCN(C(=O)c2ccc(Cl)cc2)C1 (stereo not drawn)	5%	0%	5%

# Three entries drawn at random from the list so far:
cpd	compound	N370S GC mod	FEN1 inh	DT40 TDP1 CPT
18	COc1cc(S(=O)(=O)Nc2ccc(C)cc2)ccc1N=Cc1c(C)c(C#N)c(=O)n(C)c1O	-2%	2%	?
22	COCc1nc2cccnc2n1C1CCN(S(=O)(=O)N(C)C)CC1	.	0%	3%
24	CCOC(=O)C1CCCN(C(=O)c2ccc(Cl)cc2)C1 (stereo not drawn)	5%	0%	5%

# Continuation.
cpd	compound	N370S GC mod	FEN1 inh	DT40 TDP1 CPT
25	COC(C/C=C/C(=O)[C@H](C)OCc1ccccc1)OC	.	-5%	5.2µM*
26	CCN(CC)S(=O)(=O)c1ccc(S(=O)(=O)NCC2CCCO2)cc1 (stereo not drawn)	0%	3%	-6%
27	O=C(NCCC1=CCCCC1)N[C@@H](Cc1ccccc1)C(=O)O	3%	-12%	3%
28	N#CC(C#N)=C1C(=O)N(CCN2CCOCC2)c2ccccc21	-12%	-1%	29µM*
29	COc1ccc(CCNc2cc(C)nc3c(-c4ccc(Cl)cc4)cnn23)cc1OC	13%	-23%	21µM*
30	CCNC(=O)COC(=O)c1cccc(Br)c1	6%	3%	-17%
31	Cc1nc(-c2cccc(Cl)c2)n[nH]1	-1%	-6%	4%
32	CCOC(=O)CCCCCC(=O)Nc1ccc2c(c1)CC(=O)N([C@@H](C)CO)C[C@@H](C)[C@@H](CN(C)C(=O)Nc1ccc(C(F)(F)F)cc1)O2	.	8%	?
33	CC(=O)Nc1ccc(S(=O)(=O)NCC(=O)OCC(=O)Nc2sccc2C(N)=O)cc1	.	17%	?
34	COc1ccc(NC(=O)CSCC(=O)N(C)CC(=O)Nc2c(C)cccc2C)cc1	.	-5%	4%
35	C=CCOC(=O)C1=C[C@@H](c2ccc(Br)cc2)C[C@@H](OCCCCO)O1	.	-22%	-5%
36	COC(=O)c1ccccc1NC(=O)NCCc1c(C)nn(C)c1C	.	0%	?
37	O=C(CCCN1C(=O)/C(=C\c2cccc(Br)c2)SC1=S)Nc1cccnc1	?	-8%	?
38	Cc1ccc2nsnc2c1NC(=O)c1sc2ccccc2c1Cl	-1%	2%	?
39	Cc1cccc(CNC(=O)C2CCN(S(=O)(=O)c3cccc4nonc34)CC2)c1	.	26%	-12%
40	CCC1Nc2ncnc(N3CCOCC3)c2N(Cc2ccc(OC)cc2)C1=O (stereo not drawn)	.	-16%	?
41	COc1cccc(CCNC(=O)c2ccc(Cn3c(SCc4ccccc4)nc4cccnc43)cc2)c1	.	0%	?
42	Cc1cc(C)cc(N2CC(O)=C(c3nc4ccccc4c(=O)[nH]3)C2=N)c1	0%	?	13µM*
43	O=C(CNC(=O)c1ccc(Cl)c([N+](=O)[O-])c1)OCN1C(=O)c2ccccc2C1=O	-1%	5%	-3%
44	COc1cccc(-c2nnc(NC(=O)c3ccco3)s2)c1	-23%	-12%	-7%
45	CCCCNC(=O)C(=O)Nc1cc2c3c(c1)CCC(=O)N3CCC2	-1%	-11%	19%
46	Cc1onc(-c2ccccc2)c1C(=O)Nc1nc(-c2ccccc2)cs1	3%	-6%	?
47	CCN(CC)c1nc2c(S(=O)(=O)c3cccc(Cl)c3)nnn2c2ccsc12	.	4%	8.2µM*
48	COc1ccc(/C=N/NC(=O)c2ccncc2)cc1CSc1nc2ccccc2s1	1%	13%	?

# Down the list, as entered above:
# Compounds 37–42 in DT40 TDP1 CPT read ?, ?, -12%, ?, ?, 13µM*
# Compounds 37–42 in FEN1 inh read -8%, 2%, 26%, -16%, 0%, ?

# (continued)
cpd	compound	N370S GC mod	FEN1 inh	DT40 TDP1 CPT
49	CCCSc1ccc([C@@H]2[C@H]3C(=O)N(CC)C(=O)[C@H]3[C@]3(C(=O)OC)CCCN23)cc1	-14%	-13%	?
50	Cc1cccc(C)c1OCC(O)Cn1c2ccccc2c2ccccc21 (stereo not drawn)	-2%	-18%	?
51	CCOc1ccc(S(=O)(=O)N2CCN(c3cccc(C(F)(F)F)c3)CC2)cc1OCC	.	-20%	?
52	O=C(COC(=O)CCCSc1nc2ccccc2[nH]1)Nc1ccc(Cl)cc1	21%	-17%	-6%
53	COc1ccc(CNc2ncncc2-c2cccc(NS(C)(=O)=O)c2)c(OC)c1	1%	.	-10%
54	O=C(c1cccc(Oc2ccccc2)c1)N1CCN(c2ccccn2)CC1	-6%	-21%	3%
55	CCn1c(C(=O)NCc2ccccc2C)cc2oc3ccccc3c21	.	-16%	2%
56	CC(C)c1ccc(N=C2NN=C(c3cccs3)CS2)cc1	6%	-4%	?
57	COc1cccc(CNC(=O)CCC2CCCN(C3CCOCC3)C2)c1 (stereo not drawn)	-3%	0%	?
58	CC(C)CC(c1nnnn1CC1CCCO1)N1CCN(c2cccc(Cl)c2)CC1 (stereo not drawn)	0%	3%	26µM*
59	O=C(C1CCN(S(=O)(=O)N2CCOCC2)CC1)N1CCN(c2ccccc2F)CC1	-4%	4%	-13%
60	COc1ccccc1S(=O)(=O)Cc1ccc(C(=O)NCc2ccccc2)o1	-1%	18%	-29%
61	Cc1ccc(CNC(=O)C(=O)NCC(c2cccs2)S(=O)(=O)c2ccc(C)cc2)cc1 (stereo not drawn)	.	16%	?
62	Cc1ccc([N+](=O)[O-])cc1NC(=S)NCCc1ccccc1	-3%	4%	?
63	Cc1ccc(-c2nnc(SCC(=O)Nc3cccc(C(=O)N4CCOCC4)c3)n2C)cc1	-9%	3%	?
64	CC(CC(=O)N1CCN(c2ccccc2)CC1)c1ccccc1 (stereo not drawn)	?	-1%	-20%
65	O=C(OCc1ccc2c(c1)OCO2)c1ccc(S(=O)(=O)N2CCCCC2)cc1	8%	1%	-10%
66	CN1CCN(C(=O)C2=C[C@@H](c3ccc(C(F)(F)F)cc3)C[C@@H](OCc3ccc(CO)cc3)O2)CC1	-27%	-4%	?
67	CC(C)=CC(=O)OCc1csc(CC(=O)Nc2ccccc2C)n1	-4%	-6%	-22%
68	COc1ccc(NC(=O)Cn2c(=O)n(-c3ccc(OC)cc3OC)c(=O)c3c(C)c(C)sc32)cc1	-2%	15%	-14%
69	O=C(NC1=NC2CCCCC2N1)c1ccccc1 (stereo not drawn)	1%	-4%	1%
70	Cc1ccc(S(=O)(=O)c2nnn3c2nc(N2CCC(C(N)=O)CC2)c2ccccc23)cc1C	-3%	2%	5%
71	Cc1ccc(C(=O)N/C(=C/c2ccco2)C(=O)N2CCCCCC2)cc1	-9%	-5%	3%
72	COCCn1c(C)nc2oc3ccc(Br)cc3c(=O)c2c1=O	3%	-14%	-25%

# Part of the list above in order of length of the SMILES, low to high:
cpd	compound	N370S GC mod	FEN1 inh	DT40 TDP1 CPT
46	Cc1onc(-c2ccccc2)c1C(=O)Nc1nc(-c2ccccc2)cs1	3%	-6%	?
35	C=CCOC(=O)C1=C[C@@H](c2ccc(Br)cc2)C[C@@H](OCCCCO)O1	.	-22%	-5%
41	COc1cccc(CCNC(=O)c2ccc(Cn3c(SCc4ccccc4)nc4cccnc43)cc2)c1	.	0%	?

# (more compounds)
cpd	compound	N370S GC mod	FEN1 inh	DT40 TDP1 CPT
73	Nn1cnnc1N/N=C/c1ccc(F)cc1	-3%	?	?
74	O=C(O)c1ccc(N/N=C/c2cccc3nccnc23)cc1	-15%	-23%	-17%
75	COCCn1c(C)cc(C(=O)COC(=O)c2ccc(N3CCCC3=O)cc2)c1C	6%	2%	-4%
76	CCn1cc(C2C3=C(CC(C)(C)CC3=O)N(c3ccc(C)cc3)C3=C2C(=O)CC(C)(C)C3)c(C)n1	.	1%	5%
77	O=C(Nc1ccc2c(c1)CCCN2C(=O)c1cccs1)c1ccc(F)c(F)c1	.	1%	16µM*
78	Cc1nc(C(=O)Nc2ccc(Cl)cc2)sc1C1(C)CC(c2ccccc2)=NO1 (stereo not drawn)	?	5%	?
79	Cc1cc(=O)oc2cc3c(cc12)OCCO3	7%	-12%	-5%
80	CC12COC3(P(=O)(c4ccccc4)c4ccccc4)CC1CCC23CP(=O)(c1ccccc1)c1ccccc1 (stereo not drawn)	6%	18%	?
81	Cc1nn2c(C)c(C(=O)Nc3ccccc3)cnc2c1-c1ccccc1	-7%	-18%	?
82	CCn1c(SCC(=O)N2c3ccccc3CCc3ccccc32)nnc1-c1ccc(OC)cc1	2%	-3%	0%
83	CCOCCCNC(=O)CCC(=O)NNc1nc2ccccc2c2nc(C)nn12	3%	-2%&1%	2%&-25%
84	CC1Cc2ccccc2N1C(=O)Cn1cnc2ccccc2c1=O (stereo not drawn)	-21%	-4%	?
85	COc1ccccc1CN(C)C(=O)c1cc(-c2cc(OC)c(OC)c(OC)c2)nc2ccccc12	-11%	-23%	23µM*
86	O=c1c2cc3c(cc2nc2sc(Nc4cccc([N+](=O)[O-])c4)nn12)OCO3	.	-5%	-12%
87	CNC[C@H]1Oc2c(NS(=O)(=O)c3ccccc3)cccc2C(=O)N([C@H](C)CO)C[C@@H]1C	.	-7%	?
88	COc1ccc(OC)c(N/C(=N/C(=S)Nc2ccccc2)Nc2nc(C)cc(C)n2)c1	-9%	-7%	?
89	COc1ccc(Nc2nnc(-c3ccc(N4CCOCC4)c([N+](=O)[O-])c3)c3ccccc23)cc1	-14%	6%	23µM*
90	COc1ccc(C(=O)Nc2ccc3nc4n(c(=O)c3c2)CCCCC4)cc1OC	.	1%	-8%&-7%
91	Cc1ccc(C(=O)Nc2cccc(C(=O)NCc3ccccc3)c2)o1	19%	12%	-19%
92	O=C(Nc1cc(F)ccc1F)N1CCC(CN2CCCC2)CC1	.	19%	-5%
93	Cc1ccc(NC(c2cccc(Cl)c2)c2nnc(-c3ccccc3)o2)cc1F (stereo not drawn)	.	-24%	?
94	COC(=O)c1c(NC(C)=O)sc(C(=O)Nc2ccccc2OC)c1C	13%	6%	?
95	Cc1cc(C)c(NC(=O)C2CCN(c3nc4ccccc4[nH]3)CC2)c(C)c1	.	13%	?
96	CCn1cc(CNC(=O)C2CCC(=O)N(CCc3cccc(F)c3)C2)cn1 (stereo not drawn)	-8%	-17%	-2%
97	COc1ccc(-n2nnnc2SCC(=O)NCCc2ccccc2)cc1	.	1%	-2%
98	O=C(COC(=O)c1ccccc1C(=O)c1ccc(Cl)cc1)NCc1ccccc1	7%	3%	?
99	CC(=O)c1c(N2CCN(Cc3ccccc3)CC2)nc(=S)n(Cc2ccccc2)c1C	0%	0%	16µM*
